# Bioassay records deposited in PubChem BioAssay by several laboratories.
# Peg3 promoter: Peg3 promoter-driven luciferase inhibitors, primary screen, cell-based, HeLa, luciferase luminescence; actives 1.7% (n = 360,000); inhibition, % at 20 µM; HeLa PEG-Prom luciferase reporter, overnight;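 active = inhibition of at least 50% at 20 µM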
# NR2E3 ag-1: inhibitors of NR2E3-RetCOR corepressor binding, primary screen, NR2E3 agonist project, biochemical, TR-FRET, GST-NR2E3, biotin-RetCOR; Photoreceptor-specific nuclear receptor (Homo sapiens), Q9Y5X4; 1536-well; inhibition of corepressor binding, % at 4.78 µM; actives 0.12% (n = 320,000); AID 2300, 2010;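 active = percent inhibition above the cutoff of mean plus 3 SD of all tested compounds, set per screening campaign, cut at about 20% in these data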;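 also: 0% = DMSO wells and 100% = biotin wells as full block of FRET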
# Target sequence (Q9Y5X4 whole entry, looked up): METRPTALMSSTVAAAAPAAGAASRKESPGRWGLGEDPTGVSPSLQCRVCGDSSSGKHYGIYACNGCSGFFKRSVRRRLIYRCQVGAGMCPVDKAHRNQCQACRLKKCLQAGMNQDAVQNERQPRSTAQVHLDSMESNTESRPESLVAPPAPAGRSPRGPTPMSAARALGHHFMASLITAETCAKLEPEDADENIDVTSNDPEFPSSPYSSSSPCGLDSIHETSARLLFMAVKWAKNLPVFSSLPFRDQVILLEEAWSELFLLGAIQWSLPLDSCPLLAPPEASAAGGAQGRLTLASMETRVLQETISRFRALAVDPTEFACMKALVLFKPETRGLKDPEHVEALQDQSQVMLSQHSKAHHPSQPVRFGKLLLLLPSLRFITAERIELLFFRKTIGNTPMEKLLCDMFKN
#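 system = GST-tagged NR2E3 plus biotinylated RetCOR corepressor | input = 1.35 nM GST-NR2E3 | also added = 7 nM biotin-RetCOR | schedule = 5 h incubation at 4 °C | measured by = TR-FRET with europium anti-GST and streptavidin-D2, 340 nm excitation | read-out = percent loss of FRET ratio relative to control wells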
# CF NFkB block: inhibitors of PAF-induced NF-kB signaling, primary screen, cell-based, GFP fluorescence, uHTS. KKLEB NF-kB-GFP reporter, GFP fluorescence overnight. inhibition, % at 5 µM. actives 0.86% (n = 360,000);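 active = at least 50% inhibition at 5 µM, scaled per plate between neutral and stimulator controls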;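 also: PAF is a Pseudomonas aeruginosa culture filtrate used as stimulus; plate controls were PAF-stimulated DMSO wells for no effect and unstimulated DMSO wells for full effect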
# TWEAK-Fn14 inh: inhibitors of TWEAK-Fn14 signaling, primary screen, luciferase reporter cells, uHTS; TWEAK-stimulated Fn14 reporter cells, luciferase luminescence, 8 h; inhibition, % at 10 µM; actives 2% (n = 360,000); AID 1159606, 2016; in the data active = inhibition above about 50%
# TRAIL sens C8: viability loss with TRAIL in NB7+C8 cells, primary screen, TRAIL sensitizer project, cell-based, ATPlite luminescence. inhibition (viability loss, TRAIL sensitization), % at 10 µM. actives 1% (n = 360,000). AID 624354, 2012;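 active = compounds causing at least 50% loss of cell viability in the single-dose screen, relative to plate controls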
# Shn3 3UTR inh: reduction of Shn3 3'UTR firefly luciferase signal, primary screen, Schnurri-3 inhibitor project, cell-based, Clone20 osteoblasts, set 2; actives 0.52% (n = 360,000); inhibition, % at 12.5 µM; AID 588674, 2011; Clone20 osteoblast Shn3 3'UTR firefly luciferase, 24 h;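 active = mean inhibition of at least 75% with every replicate also reaching 75%; inconclusive = mean inhibition at least 75% but some replicate below; inactive = mean inhibition below 75%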;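 also: 0% = median of neutral control wells and 100% = pilot-screen positive control compound; some compounds past the cut are filed as inactive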
# TROY NFkB inh: inhibitors of TROY-driven NF-kB signaling, primary screen, Q293 LMP1-TROYcd cells, NF-kB luciferase, uHTS. Q293 LMP1-TROYcd NF-kB luciferase reporter, 4 h. inhibition, % at 10 µM. actives 0.98% (n = 360,000);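 active = compounds whose plate-normalised and pattern-corrected inhibition of the luciferase reporter signal at the single screening dose is 50% or more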
# HIF-2a inh: HIF-2a reporter inhibitors, primary screen, luminescence, 786-0 RCC cells | 786-0 RCC cells HIF-2a reporter, luciferase luminescence, overnight | actives 0.72% (n = 360,000) | AID 624352, 2012 | inhibition, % at 18.8 µM;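 active = inhibition of the luminescence signal of 40% or more relative to plate controls, in a single-dose primary screen at 18.75 µM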
# TRPM1 prom inh: inhibitors of MITF-dependent TRPM1 promoter reporter, primary screen, cell-based, SK-MEL-5, single point, luciferase; SK-MEL-5 TRPM1 promoter luciferase, 24 h; inhibition, % at 12.5 µM; actives 0.83% (n = 330,000); AID 488899, 2010;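 active = mean inhibition across replicates of 60% or more, whatever share of single replicates reaches that level; inconclusive = some that reach 60%, reason not given; inactive = mean inhibition across replicates below 60%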; also: values of inactives mirror those of a sister screen read the other way
# KKLEB tox: cytotoxicity in KKLEB CF airway cells, primary screen, cytotoxicity control for CF NF-kB inhibitor project, cell-based, uHTS, fluorescence assay plates; actives 0.36% (n = 360,000); activity change (cytotoxicity), % at 5 µM; AID 602141, 2011; KKLEB CF airway cells viability, ATPlite luminescence, overnight; active compounds read low; cells stimulated with P. aeruginosa culture filtrate;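 active = corrected activity change at or below -50% at 5 µM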
# NR2E3 ag-2: NR2E3 agonists in two-hybrid cells, primary screen, cell-based, luminescence, CHO-S, Gal4-NCOR/VP16-NR2E3; actives 0.35% (n = 360,000); inhibition of corepressor binding, % at 3.98 µM; luciferase; Photoreceptor-specific nuclear receptor (Homo sapiens), Q9Y5X4; AID 602229, 2012;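 active = inhibition above the mean of all tested compounds plus 3 SD, cut at about 70% in these data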;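 also: 0% = DMSO with NR2E3 transfected cells and 100% = cells lacking NR2E3 construct; higher means lower luciferase signal from less NR2E3 corepressor binding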
# * marks the source's active call; other numbers are inactive results; u = inconclusive; x = not tested or not shown. A portion of the library; the hit share may differ from the screen's.
SMILES,Peg3 promoter,NR2E3 ag-1,CF NFkB block,TWEAK-Fn14 inh,TRAIL sens C8,Shn3 3UTR inh,TROY NFkB inh,HIF-2a inh,TRPM1 prom inh,KKLEB tox,NR2E3 ag-2
CCn1nc(C)cc1C(=O)N(C)C1CCCN(Cc2ccccc2F)C1 (configuration not stated),1,3,-3,6,-6,3,-10,10,5,1,-3
CCN(CC)CCNC(=O)Cn1cnc2sc(C)c(S(=O)(=O)N3CCC(C)CC3)c2c1=O,2,2,0,7,-1,16,3,2,12,-4,11
CN(CC#CC(O)(c1ccccc1)c1ccccc1)C(C)(C)C,11,-4,6,13,-14,-18,10,17,5,4,-9
O=C(CN(c1ccccc1Cl)S(=O)(=O)c1ccccc1)NCc1ccccc1,21,x,24,13,-9,7,-8,18,7,-4,-6
CCCn1c(SCC(=O)OCC)nc(C(F)(F)F)cc1=O,8,-1,2,-8,5,-28,-4,9,2,-2,8
O=C(NCc1ccccn1)c1ccc(Cn2cc(C(F)(F)F)ccc2=O)cc1,6,5,-10,-2,0,-5,6,4,-1,-1,-26
Cc1ccc(-c2c(C(=O)N/N=C/c3cccnc3)nnn2-c2nonc2N)cc1,-5,-3,-7,-8,-8,-28,-23,3,0,-7,-7
COc1ccc(N2CC(C(=O)Nc3nnc(SCC(=O)Nc4ccc(NC(C)=O)cc4)s3)CC2=O)cc1 (configuration not stated),-8,x,-31,22,4,9,-7,-1,x,13,-7
CCOC(=O)CCNC(=O)N1CCCC(N2CCN(c3ccc(OC)cc3)CC2)C1 (configuration not stated),6,1,21,3,-2,20,-4,11,0,-2,-13
COc1ccc(-n2nc3ccc(N)cc3n2)cc1Cl,-296,2,-23,-3,11,-71,-8,-41,-13,1,-110
CC(C)(C)S(=O)(=O)c1cnc(N2CCOCC2)nc1N,5,1,9,7,4,-8,-18,22,3,1,-40
CCCOc1ccc(N2C(=O)CC(SC(=NCC)NCC)C2=O)cc1 (configuration not stated),8,-3,11,-21,-6,9,11,13,8,1,-1
COc1ccc(CCNC(=O)CCNS(=O)(=O)c2ccc3c(c2)CCN3C(C)=O)cc1OC,24,0,4,-17,-8,-10,-16,22,10,-7,-11
CCOC(=O)c1c(C)[nH]c(C(=O)OCC(=O)Nc2cccnc2Cl)c1C,0,-3,18,-11,10,7,26,-21,-2,11,-7
COc1ccc(N2CSC3=C(C#N)C(c4cc(OC)c(OC)cc4OC)CC(=O)N3C2)c(OC)c1 (configuration not stated),5,4,-6,5,6,-26,9,-7,x,21,-13
O=C(c1cccc(N2C(=O)C3C4C=CC(C4)C3C2=O)c1)N1CCN(c2ccccc2Cl)CC1 (configuration not stated),-13,-2,-6,5,-28,19,13,27,6,-2,-6
COc1ccc(/C=N/NC(=O)CCCC(=O)NC2CCCCC2)cc1,3,0,-8,-6,3,6,-8,-2,5,4,-13
COC(=O)[C@@]12CCCCN1[C@H](c1ccc(-c3ccc4c(c3)OCO4)cc1)[C@H]1C(=O)N(C)C(=O)[C@H]12,26,x,23,39,1,70,21,2,16,-29,-28
CCOc1ccc2c(C)c(Cl)c(=O)oc2c1,-36,-2,-10,-12,-4,-5,-18,-32,2,4,-21
COc1ccc(NC(=O)c2ccco2)cc1NC(=O)c1ccccc1F,-14,-3,-18,-2,12,5,-12,-10,-6,26,-16
Cc1cc2c(cc(C(=O)N3CCC(C(=O)NC4CCCC4)CC3)n2Cc2c(F)cccc2Cl)o1,12,-1,-5,-16,0,u,-2,4,x,18,6
CCCCCCCCNS(=O)(=O)CCNC1CC1,-17,x,7,-7,2,-16,5,15,2,6,-2
CCOC(=O)C1CCN(C(=O)CN(C)S(=O)(=O)c2cc(C)ccc2OC)CC1,8,0,0,24,12,23,1,-11,-3,-2,12
Cc1ccc(OCCC(=O)OCC(=O)NC2CCCCC2)cc1,8,x,13,-3,0,-7,6,8,x,2,-1
Cn1nc(C(F)(F)F)cc1-c1ccc(S(N)(=O)=O)s1,-132,5,7,10,-17,-28,-34,-195,-75,-1,-33
O=C(COc1ncnc2ccccc12)Nc1ccc(S(=O)(=O)N2CCOCC2)cc1,13,2,-7,-5,3,-1,-2,15,1,13,4
CC(C)(C)NC(=O)Cn1nnc(-c2ccccc2NC(=O)c2cnccn2)n1,2,-1,-17,-6,13,-1,1,7,-2,10,-16
C[C@@H]1CN[C@H](CCO)/C1=C\c1ccccc1,0,x,-24,5,2,-1,-11,5,-8,16,6
CCOC(=O)c1c(/N=C/c2cc(OC)cc([N+](=O)[O-])c2O)sc(C)c1C,15,0,7,21,-10,-5,23,11,3,0,-15
OC[C@@H](O)[C@H](O)C(/C=N/Nc1ccccc1)=N\Nc1ccccc1,-25,0,-1,-9,2,-30,-29,-31,4,-2,-16
CCCCSc1ccc(NC(=O)c2cccnc2)cc1,-54,3,-1,-8,-25,4,-7,-122,-8,-23,-29
Cc1occc1C(=O)NC1CCCN(Cc2ccc(Cl)cc2)C1 (configuration not stated),-1,0,-9,-2,-7,4,-1,3,5,0,1
COc1ccc(C)cc1Nc1nc(-c2c[nH]c3ccccc23)cs1,25,4,-17,29,7,-6,-11,1,-7,8,-25
COc1ccccc1NC(=O)CN1CCCCC1,9,3,-2,-17,-21,-10,6,5,-14,1,-35
CC(C)Cn1c(N)c(C(=O)COC(=O)c2c(O)c(Cl)cc(Cl)c2Cl)c(=O)n(C)c1=O,11,3,-20,-29,3,6,32,15,8,9,-5
O=S(=O)(c1cccc(-c2nc3n(n2)Cc2ccccc2-3)c1)N1CCCCC1,-19,-2,5,17,16,3,0,-60,-10,2,0
Cc1ccc(CN2C(=O)CCC2C(=O)NCCc2ccccc2)cc1 (configuration not stated),13,1,8,0,1,6,-9,13,7,8,-9
O=C(CSc1nnc(C2COc3ccccc3O2)o1)Nc1ccc(F)cc1Cl (configuration not stated),1,10,13,-10,-1,-10,0,-17,-3,1,-12
COc1cc(C(=O)Nc2nnc(CC(C)(C)C)s2)c([N+](=O)[O-])cc1OC,-42,1,5,11,10,-19,38,16,9,9,-4
COc1ccc(C(=O)O/N=C(\N)Cc2ccc(Cl)cc2Cl)cc1OC,110*,1,-9,5,14,-6,20,26,1,-1,-31
Nc1ncnc2c1nc(N1CCCCC1)n2[C@@H]1O[C@H](CO)[C@@H](O)[C@H]1O,0,5,11,-5,12,-10,12,20,-2,-1,3
CCN(c1ccc(OC)cc1)S(=O)(=O)c1nnc(NC(=O)c2ccc(C)cc2)s1,-7,4,-11,5,16,-29,10,-9,4,10,-23
CCCCN(C(=O)c1cc2c(s1)CCCCC2)c1c(N)n(CC(C)C)c(=O)[nH]c1=O,-24,x,11,6,-6,-4,-18,-25,1,1,12
CCn1c(SCC(=O)NC2CCCC2)nnc1-c1ccoc1C,9,0,2,-11,17,-2,-24,7,25,-3,-33
CC(=NNC(=O)c1cccc(S(=O)(=O)N2CCOCC2)c1)c1ccc(Cl)cc1,10,x,-5,-6,-5,9,8,6,-8,-15,6
O=C(NCc1ccco1)c1nn(-c2ccccc2)c(=O)c2ccccc12,3,-1,2,14,-7,0,8,15,2,-16,3
COc1ccc(S(=O)(=O)N(CCCN2CCCC2=O)Cc2cc3cc(C)c(C)cc3[nH]c2=O)cc1,24,x,3,94*,2,-2,14,11,17,12,21
N#Cc1c2n(c3c(=O)n(Cc4ccccc4)cnc13)CCCC2,20,-3,7,-8,-7,8,-2,18,1,-2,14
CC(C)c1ccc(C2(C)NC(=O)N(CC(=O)NC3CCCC(C)C3C)C2=O)cc1 (configuration not stated),24,3,1,-25,-11,25,-8,7,-15,4,0
CC(=O)c1ccc(S(=O)(=O)N2CCNC(=O)C2)cc1,-1,x,3,-6,-12,9,10,5,-2,-8,8
Cc1cc(C)n(-c2nc3ccccc3nc2N2CCN(C(=O)c3ccc(F)cc3)CC2)n1,26,2,-13,-6,-2,-1,0,11,10,8,-54
Cc1nc(-c2ccc3c(c2)OCO3)cs1,-79,-6,-16,-12,-14,-32,-66,-74,-29,11,-32
O=c1c(Cl)c(N/N=C/c2ccc(Cl)cc2)cnn1-c1ccccc1,-50,1,-23,10,-5,5,-10,-85,-2,-24,-49
CCCc1ccc(OCC(=O)O)cc1,-8,5,6,-19,-1,1,-13,19,9,-2,-1
Cc1noc(C)c1COc1cccc(C(=O)Oc2ccc3c(c2)OCO3)c1,4,0,-3,-38,2,-3,17,12,-12,8,-18
CC(C)(C)c1ccc(NC(=O)COC(=O)C2CCCC2)cc1,-19,7,-2,-3,-6,-19,-2,-27,-9,9,-2
COC(=O)CSc1nccc(-c2cccs2)n1,9,-2,-6,-4,2,-13,-9,-2,-8,-8,-4
CC(C)(C)C(=O)N1CCN(c2ccc([N+](=O)[O-])cc2Cl)CC1,-58,-4,-9,-24,-7,-8,-4,-136,-9,6,42
CCOc1cc(/C=N\NC(=O)Cn2nc([N+](=O)[O-])cc2C)ccc1OCc1cccc2ccccc12,3,-2,1,14,-15,5,-34,-39,-6,-3,-46
COc1ccc(S(=O)(=O)NC(=O)C2(C)CCN2C(=O)Cc2cc(C)cc(C)c2)cc1OC (configuration not stated),3,x,-5,-17,-10,24,9,14,x,0,7
O=S(=O)(c1ccc(Br)cc1F)N1CCCCC1CCO (configuration not stated),17,x,6,3,-19,-17,11,-6,-13,12,-6
O=C(CSc1nc2c(c(C(F)(F)F)n1)CCc1ccccc1-2)NCc1ccco1,18,5,-1,18,15,24,12,16,2,-5,-26
COc1nc(-c2cccs2)cc(-c2ccc(C)cc2)c1C#N,15,0,29,-8,-2,17,17,-3,7,-42,-2

# Given field by field: part of the list above
Cc1cc(C)n(-c2nc3ccccc3nc2N2CCN(C(=O)c3ccc(F)cc3)CC2)n1
  Peg3 promoter: 26
  NR2E3 ag-1: 2
  CF NFkB block: -13
  TWEAK-Fn14 inh: -6
  TRAIL sens C8: -2
  Shn3 3UTR inh: -1
  TROY NFkB inh: 0
  HIF-2a inh: 11
  TRPM1 prom inh: 10
  KKLEB tox: 8
  NR2E3 ag-2: -54

Cc1nc(-c2ccc3c(c2)OCO3)cs1
  Peg3 promoter: -79
  NR2E3 ag-1: -6
  CF NFkB block: -16
  TWEAK-Fn14 inh: -12
  TRAIL sens C8: -14
  Shn3 3UTR inh: -32
  TROY NFkB inh: -66
  HIF-2a inh: -74
  TRPM1 prom inh: -29
  KKLEB tox: 11
  NR2E3 ag-2: -32
